NSD2 HMT inh: NSD2 (human) methyltransferase inhibition; O96028; NSD2 peptide methylation, AlphaScreen, 120 min; inhibition, % at 12.5 µM; 0.54% of 310,000 active; in the data active means inhibition above about 50%
An asterisk follows results filed as active.

SMILES	NSD2 HMT inh
O=S(=O)(Cc1ccco1)Cc1nc(-c2ccc(Cl)cc2)cs1	10
O=C(c1ccncc1F)N1CCC(n2nnc3ncccc32)CC1	-3
CCCNC(=O)C1(C)CCCN(C(=O)c2cc(C)nn2C(C)(C)C)C1 (stereo unspecified)	-3
Cn1c(NCc2ccc3occc3c2)nc2cc(-c3cccc(C(F)(F)F)c3)sc2c1=O	-2
O=C1CCc2cc(S(=O)(=O)N3CCN(c4ccccc4Cl)CC3)ccc2N1	2
Cc1c(C(=O)NNC(=O)c2csc(N3CCOCC3)n2)oc2ccc(Br)cc12	10
O=C(NC(=S)Nc1cc(Cl)ccc1Cl)c1ccco1	-1
O=C(OCc1nc2ccccc2s1)c1cc2ccccc2oc1=O	2
O=C(c1ccco1)N1CCN(C(=O)c2ccco2)CC1	0
CC1(C)C(=O)OC(c2cccn2-c2cccc([N+](=O)[O-])c2)C2(CCCCC2)C1=O (stereo unspecified)	2
O=C(C(=O)N1CCC(CNS(=O)(=O)c2cccc(C(F)(F)F)c2)CC1)c1cc2ccccc2o1	-2
Cc1cc(C)cc(N(CC(=O)NC2CCC(C)CC2)S(=O)(=O)c2ccc(C(C)(C)C)cc2)c1 (stereo unspecified)	-5
OCCCN1CNC(=S)NC1	-3
COc1cc(-c2ccc(NC(=O)NC3CC3)c(OC)c2)ccc1NC(=O)NC1CC1	-2
c1ccc(-c2noc(C3CCC3)n2)nc1	-4
COc1ccc(S(=O)(=O)N2CCOCC2)cc1NC(=O)c1ccc(SC)cc1OC	-2
CC1(C(=O)NCC2CCCCC2)CCN1C(=O)Cc1ccc(-c2ccccc2)cc1 (stereo unspecified)	-2
Cc1cc(C)nc(NC(=S)NC(=O)c2ccccc2F)n1	1
COc1cccc(CNC(=O)CN2CCCc3ccccc32)c1OC	4
COc1cccc(C(NC(C)=O)c2nc(-c3cccc(C(=O)O)c3)cs2)c1 (stereo unspecified)	8
O=NN(CCCl)C(=O)NCCc1cccc[n+]1[O-]	-1
COC(=O)C(Cc1ccccc1)NC(=O)C(N)CC(=O)O (stereo unspecified)	1
O=C(NCC1CCN(C(=O)C(=O)c2cc3ccccc3o2)CC1)c1cccnc1	-1
COc1cccc(-c2ccc(NC(=O)C3CCCN(Cc4cccc(C)n4)C3)cc2)c1 (stereo unspecified)	6
CCCCN1C(=O)C(CC(=O)NC2CCCC2)CC(C(=O)N2CCCCCC2)=C1C (stereo unspecified)	-2

Next results:
SMILES	NSD2 HMT inh
CN(c1ccc(C(=O)NCC2CCCO2)cc1)S(=O)(=O)c1ccc(Cl)cc1 (stereo unspecified)	-7
Cn1c(=O)[nH]c(=O)c2c1nc(N/N=C/c1ccncc1)n2Cc1ccc(Cl)cc1	-1
CCOC(=O)C1=Nc2cccc3c(O)ccc1c23	1
CCOC(=O)C(=O)NCC1CCCN1S(=O)(=O)c1cccs1 (stereo unspecified)	5
CC1(C(=O)NS(=O)(=O)c2ccc(C#N)cc2)CCN1C(=O)c1ccccc1CCc1ccccc1 (stereo unspecified)	-2
CC(=O)Nc1cncc(-c2cnn(CC(C)C)c2)n1	-1
O=C(CSc1ccc(-c2cccnc2)nn1)N1CCCc2ccccc21	0
CC(C)c1cccc(-c2csc(C(O)c3cccc(Cl)c3)n2)c1 (stereo unspecified)	-5
O=C(NCc1cccnc1)c1cc(C2CCCCN2S(=O)(=O)Cc2ccccc2)on1 (stereo unspecified)	1
CCCS(=O)(=O)NC(=O)C1(C)CCCN(C(=O)c2ccc3snnc3c2)C1 (stereo unspecified)	1
COC(=O)c1cccc(NC(=O)/C(=C\c2ccco2)NC(=O)c2ccco2)c1	7
CC(=O)Oc1ccc(Cl)cc1/C=C/c1cc(OC(C)=O)c2ccccc2n1	4
CSc1ccc(-c2csc(N3CCC(C(N)=O)CC3)n2)cc1	-6
COc1ccc(OCCNC(=O)C2(C)CCN2Cc2ccc3ccccc3c2)cc1 (stereo unspecified)	1
O=C(C(=O)N1CCC(CNS(=O)(=O)c2cc(C(F)(F)F)cc(C(F)(F)F)c2)CC1)c1cccs1	-2
CCOC(=O)C1(C)CCCCCN1C(=O)c1ccc(N(C)C)cc1 (stereo unspecified)	3
CNC(=S)NNC(=O)c1sc(-c2cc(C)on2)nc1C	-1
CCC(C)[C@H](N)C(=O)N[C@H]1CCC2C3CC=C4C[C@@H](O)CC[C@]4(C)C3CC[C@@]21C (stereo partly specified)	0
CCc1nc2ccc(C(=O)NCCCn3ccnc3)cn2c1N(CC)CCN(C)C	-2
CC(C)C1N=C2c3ccccc3N=C(SCc3cc(=O)n4ccccc4n3)N2C1=O (stereo unspecified)	-2
CCNC(=O)C1CCCN(C(=O)c2ccc(OC)cc2)CC1 (stereo unspecified)	-2
Cc1ccc(/C(O)=C2\C(=O)C(=O)N(C)C2c2ccccc2)cc1 (stereo unspecified)	-2
COC(=O)C1(C(=O)OC)c2ncccc2N(S(=O)(=O)c2ccc(C)cc2)C1CC(=O)c1ccccc1 (stereo unspecified)	-1
COC(=O)CSc1nnc(-c2ccc(NS(=O)(=O)c3ccc(C)c(C)c3)cc2)o1	-1
CCOC(=O)C1CCN(C(=O)C(C)(C)NC(=O)Nc2ccc(C(F)(F)F)cc2Cl)CC1	-2

Other records follow.
SMILES	NSD2 HMT inh
Cc1sc2nc(C3CC3)nc(SCC(=O)N3CCCc4ccccc43)c2c1C	-1
CCCN1CCN(C(=O)c2ccc(CS(=O)c3ccc(Br)cc3)o2)CC1 (stereo unspecified)	4
O=C(Nc1ccc2c(c1)OCO2)c1cc(C2CCCCN2C(=O)c2ccc3c(c2)CCO3)on1 (stereo unspecified)	0
COc1ccc(-n2c(SCC(=O)NCC3CCCO3)nnc2-c2ccncc2)cc1 (stereo unspecified)	-5
O=C(Nc1ccc(Oc2ccccc2)cc1)C1CCCN1S(=O)(=O)c1cccc2cccnc12 (stereo unspecified)	0
Cc1ccccc1C(=O)N1CCC1(C)C(=O)NC(C)C (stereo unspecified)	-3
O=C(CSc1ccc(Cl)cc1)NC1CC1	-3
COc1ccc(-n2c(SCC(=O)Nc3ccc(OCc4ccccc4)cc3)nnc2-c2ccc(C)cc2)cc1	2
CN(Cc1ccccc1)S(=O)(=O)c1cccc(C(=O)OCc2ccccc2)c1	-3
CC(=O)c1ccc(OCc2nnn(CC(=O)NS(=O)(=O)Cc3ccccc3)c2-c2ccccc2)cc1	0
O=C(CSc1nnc(-c2ccccn2)n1-c1ccc(Cl)cc1)Nc1ccc(S(=O)(=O)Nc2nccs2)cc1	0
CCCCN1C(=O)C(CC(=O)NC2CCCCC2)CC(C(=O)N2CCCCCC2)=C1C (stereo unspecified)	-1
COc1cc(C(=O)N2CCC2(C)C(=O)NC(C)C)cc(OC)c1OC (stereo unspecified)	-1
CCOC(=O)C1(C)CCCCN1C(=O)c1ccco1 (stereo unspecified)	0
COc1ccc(NC(=O)CC2C(=O)NCCN2C(=O)c2ccc(N(C)C)cc2)cc1 (stereo unspecified)	64*
CN(C)CCNc1nc(Oc2ccccc2)c2sccc2n1	9
CCOc1ccccc1-n1nnnc1SCC(=O)N(C)C1CCS(=O)(=O)C1 (stereo unspecified)	-3
C[C@H]1[C@H](c2ccccc2)OC(O)([C@H](Cc2ccccc2)NC(=O)OC(C)(C)C)CN1C (stereo partly specified)	0
OC[C@@H]1CN(Cc2cccc(C(F)(F)F)c2)C[C@H](n2cnc3c(NCc4ccco4)ncnc32)O1	0
O=C(NCCc1ccccc1)C1Cc2c(-c3ccc(Cl)cc3)ccnc2O1 (stereo unspecified)	-1
Cc1ccc(C(=O)NC(C)C2CC3CCC2C3)cc1 (stereo unspecified)	-2
Cc1ccccc1C(=O)NC1CC2CCCC(C1)N2CC(C)C (stereo unspecified)	-5
CC(=O)N1CCN(C(=O)CN2C(=O)CC(C)(C)S(=O)(=O)c3ccccc32)CC1	8
COc1ccc(CCN2CC(C(=O)N(C)Cc3ccccn3)CCC2=O)cc1 (stereo unspecified)	8
CC1CCCCC1NC(=O)CSc1nnc(-c2ccco2)n1N (stereo unspecified)	-2

New compounds follow.
SMILES	NSD2 HMT inh
O=C(NNC(=O)c1ccccc1-n1cccc1)c1cccnc1	1
COc1ccc(Cn2ccnc2SCC(=O)Nc2ccc(F)cc2F)cc1	6
O=S(=O)(c1ccc(Cl)cc1)N1CCN(c2nc(C(F)(F)F)nc3ccccc23)CC1	-2
CCCCN(C(=O)COC(=O)C1(c2ccccc2)CC1)c1c(N)n(CCC)c(=O)[nH]c1=O	2
COc1ccc(/C=N\NC(=O)Cc2cccn2C)cc1OCc1ccccc1	-4
CCOC(=O)C1CCCN(C(=O)c2ccc(-c3ccccc3)cc2)CC1 (stereo unspecified)	-2
COc1ccc(S(=O)(=O)N2CCCCC2c2cc(C(=O)Nc3ccccc3Cl)no2)cc1 (stereo unspecified)	-1
CCc1cc(C(=O)NC2CCCc3c2cnn3-c2ccc(F)cc2F)no1 (stereo unspecified)	-1
CC(C)Oc1cc(F)ccc1-c1cc(C(=O)NCc2cccnc2)[nH]n1	2
COc1ccc(OCCN2CCC(C(=O)NC(c3ccc(Cl)cc3)c3cnccn3)CC2)cc1 (stereo unspecified)	1
CC1(C(=O)NS(=O)(=O)c2ccc(C#N)cc2)CCN1C(=O)CCC1CCCC1 (stereo unspecified)	-4
Nc1nc(N)c2cc(Sc3ccc4ccccc4c3)ccc2n1	16
O=C(NCCN1CCOCC1)C1CCN(S(=O)(=O)c2ccccc2)CC1	-1
C=CCNC(=O)CN(C(=O)c1ccncn1)c1cccc(Br)c1	-5
Cc1cc(=O)[nH]c(SCC(=O)Nc2cccc(C)c2C)n1	-2
COc1cc2cc(C)c3nnc(SCC(N)=O)n3c2cc1OC	-5
CSc1nc(O)c(C(c2ccc(F)cc2)c2c(O)nc(SC)[nH]c2=O)c(=O)[nH]1	0
OCCCNc1ncnc2c1ncn2[C@H]1CN(Cc2ccco2)C[C@@H](CO)O1	-2
COc1ccc(NC(=S)Nc2ccc(S(=O)(=O)N3CCCCC3)cc2)cc1	0
O=C(CCn1cccn1)N1CCCC(Nc2ccc(F)c(F)c2)C1 (stereo unspecified)	-4
Cc1ccc(NC(=S)NNC(=O)c2cnccn2)cc1	7
O=C(CSc1nnc(-c2ccc(Cl)cc2)n1Cc1ccco1)Nc1cccc2ccccc12	2
CC(C)Cc1ccc(-c2cc3nc(NCC4CC4)ccn3n2)cc1	-2
COc1ccc(NC(=O)C2(C)CCN2C(=O)c2ccc(C(C)(C)C)cc2)cc1OC (stereo unspecified)	-7
COc1cc(Cl)ccc1OC1(C)CCN(Cc2c(F)cccc2F)C1 (stereo unspecified)	9

Next part
SMILES	NSD2 HMT inh
O=C(Nc1ccc(F)cc1)OCc1cn(Cc2cccc(F)c2F)nn1	-2
O=S(=O)(Nc1ccccc1Br)c1cccc2cccnc12	-1
CSC1=NN(c2ccccc2)CN(c2ccccc2)N1C	3
CCCS(=O)(=O)NC(=O)C1(C)CCN(C(=O)c2ccccc2C(F)(F)F)C1 (stereo unspecified)	5
CC1(C(=O)Nc2ccc(Cl)c(Cl)c2)CCN1C(=O)Cc1ccc(-c2ccccc2)cc1 (stereo unspecified)	-1
COc1ccc(OC)c(S(=O)(=O)CC(=O)c2cc3ccccc3oc2=O)c1	3
O=C(NC(c1ccc(-c2ccccc2)cc1)c1cnccn1)C1CCN(Cc2cccs2)CC1 (stereo unspecified)	0
CCOc1ccc(C(=O)N[C@H](C(=O)NC2CCCCC2)C(C)C)cc1	-1
COc1ccc(OCCN2CCC(C(=O)NC(c3ccc(F)cc3)c3ccc4ccccc4n3)CC2)cc1 (stereo unspecified)	3
COc1cc(-c2ccc3cc(OC)c(OC)c(OC)c3c2)cc(OC)c1OC	1
ON=C(CCc1ccccc1)c1ccccc1	1
Cc1ccc(C(=O)OCC(=O)NC2CCCC(C)C2C)s1 (stereo unspecified)	-2
CCc1nc2ccc(C(=O)N3CCN(S(=O)(=O)CC)CC3)cn2c1N(CC)Cc1cccc(Br)c1	2
COc1ccc(CNC(=O)c2ccccc2NC(=O)C2=C(C)OCCS2)cc1	1
O=C1NC(=S)SC1=Cc1ccccn1	3
CCCCN(C)c1c(C)nc2ccc(C(=O)NC3CCN(C)CC3)cn12	9
COc1ccc(N2C(=O)[C@@H]3[C@H](C2=O)[C@H](C(=O)c2ccc(OC(C)=O)cc2)N2N=CC=C[C@@H]32)cc1	6
CC(=O)N1CCc2cc(S(=O)(=O)NC3CCN(C(=O)C(C)(C)C)CC3)ccc21	-5

4 entries from above, with the structure last:
NSD2 HMT inh	canonical_smiles
0	O=C(NC(c1ccc(-c2ccccc2)cc1)c1cnccn1)C1CCN(Cc2cccs2)CC1 (stereo unspecified)
-1	CCOc1ccc(C(=O)N[C@H](C(=O)NC2CCCCC2)C(C)C)cc1
3	COc1ccc(OCCN2CCC(C(=O)NC(c3ccc(F)cc3)c3ccc4ccccc4n3)CC2)cc1 (stereo unspecified)
1	COc1cc(-c2ccc3cc(OC)c(OC)c(OC)c3c2)cc(OC)c1OC

4 of the compounds above, bar-delimited:
molecule | NSD2 HMT inh
O=C(NC(c1ccc(-c2ccccc2)cc1)c1cnccn1)C1CCN(Cc2cccs2)CC1 (stereo unspecified) | 0
O=S(=O)(Nc1ccccc1Br)c1cccc2cccnc12 | -1
COc1ccc(OCCN2CCC(C(=O)NC(c3ccc(F)cc3)c3ccc4ccccc4n3)CC2)cc1 (stereo unspecified) | 3
CSC1=NN(c2ccccc2)CN(c2ccccc2)N1C | 3

Quoted at random: 5 records from the list, in no set order.
SMILES	NSD2 HMT inh
COc1ccc(OC)c(S(=O)(=O)CC(=O)c2cc3ccccc3oc2=O)c1	3
O=C(Nc1ccc(F)cc1)OCc1cn(Cc2cccc(F)c2F)nn1	-2
COc1ccc(CNC(=O)c2ccccc2NC(=O)C2=C(C)OCCS2)cc1	1
CC1(C(=O)Nc2ccc(Cl)c(Cl)c2)CCN1C(=O)Cc1ccc(-c2ccccc2)cc1 (stereo unspecified)	-1
CSC1=NN(c2ccccc2)CN(c2ccccc2)N1C	3

These rows are one share of the data; count on the stated rates, not on these rows.
